Compound activity as filed in PubChem BioAssay.
UTI89 phage lysis = protection from phage-mediated lysis, alamar blue read-out – E. coli UTI89, K1F phage, bacterial capsule biogenesis inhibitors (AID 488966) | E. coli UTI89 K1F phage lysis, alamar blue, 2 h; higher % means a stronger effect | one-dose inhibition, % at 100 µM; IC50 in µM for titrated hits | 0.02% of 340,000 active;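 active means phage lysis inhibition, versus mean bacterial control, above a set limit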;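 further: capsule biogenesis inhibitors block K1F phage lysis so surviving cells raise fluorescence; higher fluorescence means more inhibition of phage lysis; actives were called in the ten point dose series up to 300 µM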
ER stress rescue = protection against thapsigargin-triggered cell killing – 384-well, CSM14.1, ATP luminescence, primary screen (AID 1222). cellular ATP content (survival), % at 20 µM; hits with a dose series show EC50 in µM. 190,000 tested, under 10 active. CSM14.1 thapsigargin-induced death rescue, ATP luminescence; higher % means a stronger effect;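 active means EC50 below 50 µM in the dose-response confirmation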;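 further: death triggered by thapsigargin at about 15 µM added after 2 h compound pretreatment; cell ATP read after overnight thapsigargin exposure of roughly 18 to 22 hours; normalized against plate controls of thapsigargin alone and 5% DMSO vehicle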
Myeloid diff MLP = promotes myeloid progenitor differentiation; 1% of 360,000 active; ER-HoxA9 myeloid progenitors, lysozyme-GFP differentiation, flow cytometry; calls only at 10 µM;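 active means normalized GFP-positive differentiation at or above the plate's own cutoff, the solvent-only control mean plus 3 SD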;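 further: cells exposed to compound for four days before flow analysis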
Lipid droplet = modulators of hepatic lipid droplet formation | 0.4% of 240,000 active | AML12 mouse hepatocytes, oleate lipid droplets, BODIPY imaging | inhibition, % at 6.5 µM | AID 1656;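 active means lipid droplet intensity inhibited by at least 50%, with more than 500 cells counted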
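Assay system: AML12 hepatocytes (mouse) / Also added: 100 µM oleic acid challenge / Times: overnight treatment with compound plus oleate / Detection: high-content imaging of BODIPY-stained droplets and DAPI nuclei / Evaluation: % inhibition of lipid droplet signal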
WT yeast gro inh = growth inhibition of WT yeast, mitochondrial fusion screen; mitochondrial fusion phenotypic screen, WT strain; inhibition, % at 10 µM; 2.1% of 190,000 active; in the data active means inhibition above about 58%; tested in S. cerevisiae
PMI inhibition = human PMI inhibitors, high substrate, primary screen, biochemical, fluorescence intensity, high mannose 6-phosphate (AID 1220); recombinant PMI enzyme, coupled fluorescence intensity; higher % means a stronger effect; inhibition, % at 20 µM; hits with a dose series show IC50 in µM; 0.66% of 190,000 active
PMI inhibitors = inhibitors of human PMI, primary screen, biochemical, fluorescence intensity, coupled assay (AID 1209). purified PMI enzyme, coupled fluorescence intensity; higher % means a stronger effect. inhibition, % at 20 µM, or IC50 in µM where a hit was titrated. 0.42% of 190,000 active;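 further: plate controls were DMSO vehicle for no effect and wells lacking substrate for full effect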
P. falciparum M1AAP = malaria alanyl aminopeptidase activity blockers – biochemical, fluorogenic H-Leu-NHMec substrate, 1536-well (AID 1445); recombinant M1AAP, H-Leu-NHMec fluorogenic kinetic assay; higher % means a stronger effect; 0.42% of 220,000 active; inhibition, % at 30 µM; hits with a dose series show IC50 in µM;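 active means primary inhibition above the hit cutoff, then over 50% inhibition at one or more dose response concentrations, cut at about 23% in these data, passing the limit was not always enough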;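 further: plate controls were DMSO full reaction for no effect and no enzyme background for full effect; strong numbers were not always called active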
TNAP activators = human TNAP enzyme activators, primary screen, biochemical, luminescent, no phosphate acceptor, uHTS (AID 1001). purified TNAP, luminescent activation assay, no phosphate acceptor; higher activation fold means a stronger effect. activation fold at 20 µM; hits with a dose series show EC50 in µM. 0.03% of 200,000 active; in the data active means activation fold from about 3, or a potency from the dose series; inactive means the rest, 99 in 100 with activation fold below about 1.6; further: many of its hits are not listed in these tables
WT yeast gro inh mutant strain = recorded beside WT yeast gro inh, whose call it bears; inhibition, %; mitochondrial fusion phenotypic screen, mutant strain inhibition
Lipid droplet cells 6.5 µM = recorded beside Lipid droplet, whose call it bears; cell count; measured here: cell count, cytotoxicity flag;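 cells counted across two imaged fields per well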
Myeloid diff MLP GFP+ MAC1+ % = also measured in Myeloid diff MLP; calls as there; GFP+ MAC1+ double positive, %; measured here: differentiation confirmed by MAC1 staining
Numbers without * were called inactive; i = inactive; . = not tested or not shown; + = active, no number; [ ] = remark or other dose. Unless noted, no stated cut-off is given here; in the data, active means inhibition above about 50%; inactive means the rest. Compounds were not picked by outcome. About 4.6% of those tested had a hit in this group.

SMILES	Myeloid diff MLP	TNAP activators	Myeloid diff MLP GFP+ MAC1+ %	PMI inhibitors	PMI inhibition	Lipid droplet	ER stress rescue	P. falciparum M1AAP	UTI89 phage lysis	WT yeast gro inh	Lipid droplet cells 6.5 µM	WT yeast gro inh mutant strain
COc1ccc(C(=O)C2CCCN(Cc3nc4ccccc4nc3C)C2)cc1OC (stereo unspecified)	i	1.1	0.3	19%	15%	-28	-1.5%	6%	-0.2%	0	676	2
CCc1nc(CN2CCN(Cc3ccc(F)c(F)c3)C(CCO)C2)c(C)[nH]1 (stereo unspecified)	i	1	0.3	8%	0%	-3	-1.1%	-1%	0.3%	-9	734	1
CCCCNC(=O)C1CCCN1S(=O)(=O)c1cccc2nsnc12 (stereo unspecified)	i	.	0.3	.	.	-21	.	-1%	0.1%	.	702	.
Fc1ccc(-n2cc(-c3ccccc3)c3c(N4CCOCC4)ncnc32)cc1	i	1.1	0.4	11%	15%	-13	-1.2%	6%	-0.1%	53	676	-2
CC(C)(C)c1cc(C(=O)NNS(=O)(=O)c2ccccc2)n[nH]1	i	.	1.1	.	.	-5	.	2%	0.0%	.	742	.
Cc1ccc2nc3c(cc(C(N)=S)c(=N)n3CCCOC(C)C)c(=O)n2c1	+	1	1.8*	-47%	-34%	.	-1.4%	10%	4.0%	12	.	16
Cn1c(=O)c2c(ncn2CC(=O)NC(C)(C)C)n(C)c1=O	i	1.1	8.4	7%	10%	.	-1.3%	11%	0.9%	8	.	-1
COc1cc(C(=O)Oc2cc(C)[nH]c(=O)c2[N+](=O)[O-])cc(OC)c1OC	i	1	1.8	-20%	-5%	3	-1.7%	-2%	-2.3%	-5	725	-8
COC(=O)c1c(C(=O)OC)c(-c2ccccc2)n2c1CS(=O)C2 (stereo unspecified)	i	1.1	1.6	3%	2%	-44	-1.6%	2%	1.0%	8	813	8
OC1(c2ccccc2F)CCN(Cc2nnnn2Cc2ccc(F)cc2)CC1	+	1.1	2.8*	-4%	-4%	0	0.4%	.	-6.1%	-9	727	-8
CC1CCN(Cc2ccc(-c3nn[nH]n3)cc2)CC1	i	1.1	1.1	17%	12%	1	-3.2%	1%	-0.3%	-16	650	-19
Cc1cc2oc(=O)cc(CN3CCOCC3)c2cc1C	i	1	7.0	2%	3%	-6	2.5%	11%	4.4%	0	769	-33
O=C1OC(Nc2nc3ccccc3s2)c2ccccc21 (stereo unspecified)	i	1.1	2.3	-2%	-1%	.	-1.1%	12%	0.6%	9	.	-2
CCOc1cc(/C=N/N=C2/NC(=O)C(CC(=O)O)S2)ccc1OS(=O)(=O)c1ccc(C)cc1 (stereo unspecified)	i	1	0.0	0%	-4%	5	1.2%	48µM*	0.1%	-9	667	-12
Cc1ccc(C(=O)NCCNc2ccc(Cl)cc2[N+](=O)[O-])o1	i	0.9	0.5	7%	10%	.	1.0%	8%	0.5%	8	.	-6
COc1nc(NCCc2ccc(OC)c(OC)c2)nc(NC(C)(C)CO)n1	i	1.1	1.7	-8%	-12%	2	0.1%	8%	0.1%	-16	731	6
O=C(Nc1ccc(Cl)cc1)N1CCOC12CCCCC2	i	1.1	0.4	2%	0%	-1	-0.2%	-2%	4.8%	26	738	22
CCn1c(SCC(=O)Nc2nccs2)nnc1-c1ccncc1	i	1	0.0	7%	8%	5	-0.2%	14%	-1.6%	.	806	.
c1ccc2[nH]c(CN3CCOCC3)nc2c1	i	1.1	3.9	-6%	-9%	-1	-2.4%	0%	1.0%	0	813	-12
Cc1nn(Cc2ccccc2)c(C)c1NC(=O)CSc1n[nH]c(C)c1[N+](=O)[O-]	i	1.2	0.6	8%	-3%	3	-1.2%	-1%	1.1%[50 µM]	-2	572	10
Cc1oc(-c2ccc(Cl)cc2)nc1CN1CCCC(C(=O)NCc2cccnc2)C1 (stereo unspecified)	i	1.1	1.9	11%	3%	.	-1.4%	10%	-0.3%	-15	.	-11
COCCOC(=O)C1=C(C)Nc2ncnn2C1c1ccccc1 (stereo unspecified)	i	1.1	0.6	14%	11%	-4	-0.1%	4%	0.1%	22	607	26
CC12CCC(C(=O)NCc3ccccc3Cl)(C(Br)C1=O)C2(C)C (stereo unspecified)	i	1	0.0	-18%	-14%	-12	-2.4%	4%	4.8%	-1	633	-14
COc1ccc(N2CCN(CC(=O)Nc3nc4c(s3)CC(C)CC4)CC2)cc1 (stereo unspecified)	i	1.3	0.5	1%	10%	.	4.4%	14%	-0.4%	19	.	16
Cc1nc2sc(C(c3cccs3)N3CCN(c4ccccc4)CC3)c(O)n2n1 (stereo unspecified)	i	1	3.9	4%	6%	-14	-2.0%	.	-1.1%	1	731	1
Cc1ccc(CSc2nnc(NC(=O)Cn3cnc4ccccc4c3=O)s2)cc1	i	1.1	0.1	11%	4%	-24	-2.2%	1%	-1.8%	11	691	12
CCn1c(=O)c(C(=O)NCCN2CCCCC2)c(O)c2ccccc21	i	1	1.4	1%	6%	.	-1.4%	1%	0.4%	-20	.	-1
Nc1ccc2oc(-c3ccc4nc[nH]c4c3)nc2c1	i	1.4	0.4	2%	32%	0	-5.3%	21%	-0.4%	6	746	-2
O=C(COC(=O)c1ccc(S(=O)(=O)NCc2ccco2)cc1)Nc1ccc(OC(F)F)cc1	i	1	1.2	9%	3%	-2	-0.1%	5%	0.6%	10	754	15
O=C(Nc1ccc(F)c(F)c1)c1cnc(-c2ccccc2)nc1-c1ccccc1	i	1.1	2.3	-1%	-5%	.	1.7%	-11%	1.5%	-3	.	25
Cc1ccc(-c2nnc(SCC(=O)OC(C)C)n2N)cc1	i	1.1	1.0	6%	1%	.	-0.8%	-3%	0.7%	24	.	13
O=C(COc1ccccc1)NNC(=O)COc1ccc([N+](=O)[O-])cc1	i	1.9	0.0	-10%	-10%	-3	-2.4%	1%	0.0%	-5	762	1
O=C(/C=C1\NC2(CCCC2)Cc2ccccc21)N1CCOCC1	i	1	1.3	-10%	-28%	-2	2.5%	-2%	1.9%	8	703	-3
O=C(CNC(=O)C1CCCCC1)Nc1cc(Cl)ccc1Cl	i	1	1.3	-4%	-3%	-1	0.2%	9%	-1.1%	-13	574	12
Cc1ccc(S(=O)(=O)NCCC(=O)Nc2ccc(Cl)c(Cl)c2)cc1	i	1.2	0.3	23%	13%	4	-1.0%	-1%	2.1%	20	568	11
O=C(N/N=C/c1ccc(COc2ccc(Br)cc2)o1)c1ccco1	i	1.1	1.2	-3%	-4%	12	-0.4%	7%	0.9%[50 µM]	-14	716	-5
Cc1c(C)c(C)c(S(=O)(=O)N2CCSCC2)c(C)c1C	i	.	1.0	.	.	20	.	3%	-0.6%	.	667	.
CCOc1ccc2[nH]c(=O)c(CN(Cc3ccc(F)cc3)C(=O)N3CCCC3)cc2c1	i	1.1	1.9	-2%	8%	.	0.5%	8%	-1.2%	14	.	-9
O=C(NNc1ccccc1)/C(=C\c1cccnc1)NC(=O)c1ccccc1	i	.	0.6	.	.	-5	.	7%	0.2%	.	745	.
COc1ccc(C2CC(c3ccccc3)=NN2C(=O)COC(=O)c2cccnc2)cc1 (stereo unspecified)	i	1	0.4	4%	-11%	6	-0.1%	-9%	1.0%[50 µM]	47	744	18
Cn1c(=O)n(CCc2ccccc2)c(=O)c2c1nc1n2CCCN1Cc1ccccc1	i	0.9	1.7	3%	4%	.	-0.3%	12%	0.0%	13	.	12
COc1ccccc1NC(=O)Cc1csc(NC(=S)Nc2ccccc2)n1	i	1.1	1.6	20%	11%	.	-1.0%	12%	-0.5%	24	.	-5
Cc1ccc(-c2nn(-c3cc(Cl)ccc3[N+](=O)[O-])c(=O)c3ccccc23)cc1C	i	1.1	0.2	2%	3%	.	17%	-4%	2.3%	-10	.	-13
CCN(/N=C/C=C/c1ccccc1)c1cc(=O)n(C)c(=O)[nH]1	i	1.1	0.2	16%	19%	-1	-2.5%	14%	0.0%	-4	680	-11
O=C1[C@H](CC[C@H](O)c2ccc(F)cc2)[C@@H](c2ccc(O)cc2)N1c1ccc(F)cc1	.	1	.	21%	15%	-17	-1.0%	-1%	.	6	745	0
CCOC(=O)c1ccc(NC(=O)C2(c3ccc(OC)cc3)CCOCC2)cc1	i	1.1	1.4	8%	6%	.	-0.7%	1%	0.2%	7	.	6
CS(=O)(=O)N(CC(=O)NCc1ccccc1Cl)Cc1ccccc1	i	1	0.8	0%	-10%	-35	-1.4%	3%	0.9%	-5	711	-15
c1ccc2c(NC3CCCC3)nnc(NC3CCCC3)c2c1	i	1.1	0.8	4%	9%	-1	-3.0%	10%	3.1%	12	655	-5

Single records, as listed above. Order of values: Myeloid diff MLP | TNAP activators | Myeloid diff MLP GFP+ MAC1+ % | PMI inhibitors | PMI inhibition | Lipid droplet | ER stress rescue | P. falciparum M1AAP | UTI89 phage lysis | WT yeast gro inh | Lipid droplet cells 6.5 µM | WT yeast gro inh mutant strain
CCN(/N=C/C=C/c1ccccc1)c1cc(=O)n(C)c(=O)[nH]1 across the screens: i | 1.1 | 0.2 | 16% | 19% | -1 | -2.5% | 14% | 0.0% | -4 | 680 | -11
CS(=O)(=O)N(CC(=O)NCc1ccccc1Cl)Cc1ccccc1 across the screens: i | 1 | 0.8 | 0% | -10% | -35 | -1.4% | 3% | 0.9% | -5 | 711 | -15
Cc1c(C)c(C)c(S(=O)(=O)N2CCSCC2)c(C)c1C across the screens: i | . | 1.0 | . | . | 20 | . | 3% | -0.6% | . | 667 | .

The results go on:
SMILES	Myeloid diff MLP	TNAP activators	Myeloid diff MLP GFP+ MAC1+ %	PMI inhibitors	PMI inhibition	Lipid droplet	ER stress rescue	P. falciparum M1AAP	UTI89 phage lysis	WT yeast gro inh	Lipid droplet cells 6.5 µM	WT yeast gro inh mutant strain
O=C(CCCc1nc2ccccc2s1)Nc1nccs1	i	1.1	0.6	-3%	-2%	.	0.9%	7%	0.2%	-5	.	6
O=C(NCCn1ccc2ccccc21)c1cccc([N+](=O)[O-])c1	i	1.1	0.5	6%	5%	-2	0.8%	9%	0.2%	-2	709	-14
O=C(COc1ccc(C(=O)Nc2ccc(Cl)cc2)cc1)NCc1ccccc1	i	1.1	1.9	9%	-1%	-5	-0.5%	1%	0.5%[50 µM]	2	647	6
COc1ccc(NS(=O)(=O)c2ccc(OC)c(N(C)S(=O)(=O)c3ccc(Cl)cc3)c2)cc1	i	1.1	9.0	24%	16%	.	-1.9%	8%	0.6%	-2	.	3
Cn1c(N)c(C(=O)COC(=O)c2nc(Cl)ccc2Cl)c(=O)n(C)c1=O	i	1.1	0.3	-18%	-8%	20	0.1%	5%	0.5%	-5	709	-3
